STK33 inh – blocks human STK33 kinase activity. ADP-Glo luminescence, MBP substrate. inhibition, % at 12.5 µM. 27,000 tested, 0.44% active. AID 2322; in the data active = inhibition above about 20%
Target sequence (Q9BYT3 whole entry, looked up): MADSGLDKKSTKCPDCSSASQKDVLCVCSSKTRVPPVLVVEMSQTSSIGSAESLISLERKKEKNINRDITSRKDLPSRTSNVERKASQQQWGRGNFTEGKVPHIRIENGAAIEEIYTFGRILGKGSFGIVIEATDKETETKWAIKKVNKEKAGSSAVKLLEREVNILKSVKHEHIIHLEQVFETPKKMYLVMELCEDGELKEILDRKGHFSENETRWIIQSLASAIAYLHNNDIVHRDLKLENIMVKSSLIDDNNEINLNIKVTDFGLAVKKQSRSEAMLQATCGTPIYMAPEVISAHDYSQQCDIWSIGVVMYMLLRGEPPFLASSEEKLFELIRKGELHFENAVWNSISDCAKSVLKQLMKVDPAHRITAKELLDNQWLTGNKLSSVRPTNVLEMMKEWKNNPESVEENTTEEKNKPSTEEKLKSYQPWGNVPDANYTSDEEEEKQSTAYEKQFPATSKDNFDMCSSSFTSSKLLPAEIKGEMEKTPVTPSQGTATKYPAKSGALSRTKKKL
mut p53 react – mutant p53 pathway reactivation | AID 624151 | 28,000 tested, 1.5% active | SW480 PUMA-promoter luciferase | activation, % at 9.98 µM; in the data active = activation above about 52%
* = called active by the depositor. A portion of the library; count on the stated rates, not on these rows.

Cc1ccc(NC(=O)CSc2ncn[nH]2)c(C)c1 was read as STK33 inh 0 and mut p53 react -11.
C[C@@H]1CN([C@@H](C)CO)C(=O)c2cc(NS(=O)(=O)c3ccccc3)ccc2O[C@@H]1CN(C)C was read as STK33 inh 3 and mut p53 react 6.
Screening COc1ccc([Si](C)(C)[C@@H]2[C@@H](CCn3cc([C@H](O)c4ccccc4)nn3)O[C@]3(C(=O)N(Cc4ccc(N5CCC5=O)cc4)c4ccccc43)[C@H]2C)cc1 returned STK33 inh 5.
For NC(=O)c1ccc2[nH]ccc2c1 the results were mut p53 react 9.
Cc1cccc(C)c1Oc1nc(-c2ccccc2)ncc1S(=O)(=O)c1ccccc1 was read as mut p53 react -61.
`C[C@@H]1CN([C@@H](C)CO)C(=O)CCCn2nncc2CO[C@@H]1CN(C)C(=O)Nc1cccc(C(F)(F)F)c1` gave STK33 inh -4.
C[C@@H]1CN([C@H](C)CO)C(=O)Cc2cc(NC(=O)CCN3CCOCC3)ccc2O[C@@H]1CN(C)CC1CCCCC1 was read as STK33 inh 2.
Screening C[C@H](CO)N1C[C@H](C)[C@H](CN(C)C)Oc2cc(-c3cccnc3)ccc2S1(=O)=O returned mut p53 react 8.
For O=C(C[C@@H]1C[C@H]2c3cc(NS(=O)(=O)c4ccccc4)ccc3O[C@H]2[C@H](CO)O1)N1CCCCC1 the results were mut p53 react -10.
Cc1ccc([N+](=O)[O-])cc1NC(=O)CSC1=NCCS1 was read as STK33 inh -3 and mut p53 react -5.
Screening C[C@H]1CCCCO[C@H](CN(C)C(=O)CCC(F)(F)F)[C@@H](C)CN([C@@H](C)CO)C(=O)c2cc(NC(=O)Cc3ccccc3)ccc2O1 returned mut p53 react -5.
Cn1c(SCC(=O)c2ccc([N+](=O)[O-])cc2)nnc1-c1cccs1 was read as STK33 inh -3 and mut p53 react 9.
COc1cc(NC(=O)CN(C)S(=O)(=O)c2cc(Cl)ccc2Cl)cc(OC)c1 was read as STK33 inh 0 and mut p53 react -2.
For COc1ccc(OC)c(C(=O)CSc2nnc(-c3ccncc3)n2-c2ccc(C)cc2)c1 the results were STK33 inh -1 and mut p53 react -3.
For O=C(O)c1cc(C23CC4CC(CC(C4)C2)C3)ccc1O the results were STK33 inh -7.

Overlap with the part before: 5 compounds, then new ones.
Screening C[C@H]1CCCCO[C@H](CN(C)C(=O)CCC(F)(F)F)[C@@H](C)CN([C@@H](C)CO)C(=O)c2cc(NC(=O)Cc3ccccc3)ccc2O1 returned mut p53 react -5.
Cn1c(SCC(=O)c2ccc([N+](=O)[O-])cc2)nnc1-c1cccs1 was read as STK33 inh -3 and mut p53 react 9.
COc1cc(NC(=O)CN(C)S(=O)(=O)c2cc(Cl)ccc2Cl)cc(OC)c1 was read as STK33 inh 0 and mut p53 react -2.
For COc1ccc(OC)c(C(=O)CSc2nnc(-c3ccncc3)n2-c2ccc(C)cc2)c1 the results were STK33 inh -1 and mut p53 react -3.
For O=C(O)c1cc(C23CC4CC(CC(C4)C2)C3)ccc1O the results were STK33 inh -7.
`COc1ccc(S(=O)(=O)N(C)C[C@@H]2OCCCC[C@@H](C)Oc3ccc(NS(=O)(=O)c4ccc(F)cc4)cc3C(=O)N([C@H](C)CO)C[C@@H]2C)cc1` gave STK33 inh 3.
Screening Cc1noc(C)c1NC(=O)N(C)C[C@H]1OCc2cn(nn2)CCCC(=O)N([C@H](C)CO)C[C@@H]1C returned STK33 inh 8 and mut p53 react 2.
Screening Cc1noc(C)c1S(=O)(=O)Nc1ccc2c(c1)C(=O)N([C@@H](C)CO)C[C@@H](C)[C@@H](CN(C)C(=O)NC1CCCCC1)OCCCC[C@@H](C)O2 returned mut p53 react -8.
C[C@H]1CN([C@@H](C)CO)C(=O)c2cc(C3=CCCCC3)cnc2O[C@H]1CN(C)Cc1cccnc1 was read as mut p53 react 13.
`CC(=O)N1CCc2nc(SCC(=O)Nc3cccc(C#N)c3)c(C#N)c(C(F)(F)F)c2C1` gave STK33 inh 1 and mut p53 react 11.
`C[C@@H]1CN([C@H](C)CO)C(=O)CCCn2cc(nn2)CO[C@@H]1CN(C)Cc1ccc(C(F)(F)F)cc1` gave STK33 inh 0 and mut p53 react 7.
Screening COc1ccccc1CCNC(=O)c1cc(-c2ccccn2)nc2ccc(Br)cc12 returned STK33 inh 3 and mut p53 react -19.
For CCn1c(SCC(=O)c2ccc(OC)cc2)nnc1-c1ccccc1Cl the results were STK33 inh 0 and mut p53 react -2.
Screening C/C=C/c1cnc2c(c1)C(=O)N([C@H](C)CO)C[C@@H](C)[C@H](CN(C)S(=O)(=O)c1ccccc1)O2 returned mut p53 react 3.
For CCCC#Cc1cnc2c(c1)C(=O)N([C@@H](C)CO)C[C@@H](C)[C@@H](CN(C)S(=O)(=O)c1ccccc1)O2 the results were mut p53 react 3.
C[C@H]1CCCCO[C@@H](CN(C)C(=O)c2ccncc2)[C@@H](C)CN([C@@H](C)CO)C(=O)c2cc(NC(=O)CCC(F)(F)F)ccc2O1 was read as mut p53 react -1.
`Nc1ncnc2c1c1nc3ccccc3nc1n2CCc1ccccc1` gave STK33 inh -1 and mut p53 react 17.
Screening CC(C)NC(=O)Nc1ccc2c(c1)C(=O)N([C@@H](C)CO)C[C@@H](C)[C@@H](CN(C)C(=O)NC(C)C)O2 returned STK33 inh 0.
`Cc1ccc(-c2cc(C(F)(F)F)n3nc(C(=O)NCCN4CCOCC4)c(Cl)c3n2)cc1` gave STK33 inh 1 and mut p53 react -16.
`C[C@H]1CCCCO[C@H](CN(C)C)[C@@H](C)CN([C@@H](C)CO)C(=O)c2cc(NC(=O)Nc3ccc(F)cc3)ccc2O1` gave mut p53 react -5.

Compounds shown so far that have an NH in an aromatic ring, in the order listed:
Cc1ccc(NC(=O)CSc2ncn[nH]2)c(C)c1 was read as STK33 inh 0 and mut p53 react -11.
For NC(=O)c1ccc2[nH]ccc2c1 the results were mut p53 react 9.

Additional entries follow.
`C[C@H]1CN([C@@H](C)CO)C(=O)c2cc(NS(=O)(=O)c3ccc(F)cc3)ccc2O[C@@H]1CN(C)CC1CCCCC1` gave STK33 inh -2 and mut p53 react -3.
COc1ccc(S(=O)(=O)N(C)C[C@H]2Oc3ccc(NC(=O)CCN4CCOCC4)cc3CC(=O)N([C@H](C)CO)C[C@H]2C)cc1 was read as STK33 inh 2.
For COc1ccc(C2CC(=O)c3c(O)cc(O)cc3O2)cc1O (centres undefined) the results were STK33 inh 3 and mut p53 react 63*.
`CC(C)NC(=O)Nc1ccc2c(c1)C(=O)N([C@@H](C)CO)C[C@H](C)[C@H](CN(C)S(=O)(=O)c1cn(C)cn1)O2` gave STK33 inh -2.
Screening CS(=O)(=O)N(CC(=O)Nc1ccc(C(F)(F)F)cc1)c1ccc(Oc2ccccc2)cc1 returned STK33 inh -2 and mut p53 react 0.
For CC1=C(C(=O)Nc2ccc(Cl)cc2)C(c2cccnc2)n2ncnc2N1 (centres undefined) the results were STK33 inh 0 and mut p53 react -14.
`C[C@H]1CN([C@@H](C)CO)C(=O)c2cc(-c3cccc(C#N)c3)cnc2O[C@H]1CN(C)Cc1ccc(F)cc1` gave mut p53 react 7.
`CCNC(=O)CCc1nc(-c2ccc(OC)cc2)no1` gave STK33 inh 4 and mut p53 react 19.
CC(C)CC#Cc1cnc2c(c1)C(=O)N([C@H](C)CO)C[C@H](C)[C@H](CN(C)S(=O)(=O)c1cccs1)O2 was read as mut p53 react 3.
`COc1ccccc1NC(=O)N(C)C[C@@H]1OCc2cnnn2CCCC(=O)N([C@@H](C)CO)C[C@@H]1C` gave STK33 inh -1 and mut p53 react 5.
C[C@H](CO)N1C[C@H](C)[C@@H](CN(C)C(=O)Nc2cccc(F)c2)OCc2cn(nn2)CCCC1=O was read as STK33 inh 1.
`C=CC(C)(O)CC/C=C(\C)CCC(O)C(C)(C)O` (centres undefined) gave STK33 inh -4 and mut p53 react -3.
`COc1ccc(NC(=O)N(C)C[C@@H]2Oc3ccc(NS(=O)(=O)c4c(C)noc4C)cc3C(=O)N([C@@H](C)CO)C[C@@H]2C)cc1` gave STK33 inh 0.
`CC(C)C(=O)Nc1ccc(S(=O)(=O)Nc2nccc(/C=C/c3ccccc3F)n2)cc1` gave STK33 inh 2 and mut p53 react -1.
`COc1ccccc1-c1cnc2c(c1)C(=O)N([C@H](C)CO)C[C@H](C)[C@@H](CN(C)C(=O)c1ccncc1)O2` gave mut p53 react 16.
For Cc1nc2ccccc2n1CC(O)COc1ccc(C(=O)O)cc1 (centres undefined) the results were STK33 inh 0 and mut p53 react 4.
`C[C@@H]1CN([C@@H](C)CO)C(=O)CCCn2nncc2CO[C@H]1CN(C)Cc1ccccc1C(=O)O` gave STK33 inh -8.
Cc1cc(OCC(=O)Nc2ccc3oc(-c4ccncc4)nc3c2)cc(C)c1Cl was read as STK33 inh 1 and mut p53 react -19.
N#Cc1nc(COc2cccc(Cl)c2)oc1NCc1ccncc1 was read as STK33 inh 1 and mut p53 react 3.
Screening C[C@H](CO)N1C[C@H](C)[C@H](CN(C)Cc2ccc(C(=O)O)cc2)Oc2ccc(NC(=O)Nc3ccc(C(F)(F)F)cc3)cc2CC1=O returned STK33 inh -9 and mut p53 react 4.
For C[C@@H]1CCCCO[C@@H](CN(C)Cc2ccncc2)[C@H](C)CN([C@@H](C)CO)C(=O)c2cc(N(C)C)ccc2O1 the results were mut p53 react -4.
For CCOC(=O)c1cc(C#N)c(N2CCC(C(=O)OCC)CC2)nc1C(F)(F)F the results were STK33 inh 2.
COc1ccccc1-c1cnc2c(c1)C(=O)N([C@@H](C)CO)C[C@H](C)[C@H](CN(C)C(=O)c1ccccc1)O2 was read as mut p53 react -2.
C=C(C)[C@@H]1CC[C@]2(CO)CC[C@]3(C)[C@H](CC[C@@H]4[C@@]5(C)CC[C@H](O)C(C)(C)[C@@H]5CC[C@]43C)[C@@H]12 was read as mut p53 react -31.
`CCCCNc1cc(C(=O)O)cc(S(N)(=O)=O)c1Oc1ccccc1` gave STK33 inh -1.
`Cc1ccc(S(=O)(=O)N(C)C[C@H]2Oc3ccc(NS(C)(=O)=O)cc3C(=O)N([C@H](C)CO)C[C@H]2C)cc1` gave mut p53 react 11.
CSc1ccc(S(=O)(=O)NCc2ccccn2)cc1 was read as STK33 inh -1 and mut p53 react -2.
`COc1ccc(S(=O)(=O)Nc2ccc3c(c2)C(=O)N([C@@H](C)CO)C[C@@H](C)[C@H](CN(C)S(=O)(=O)c2ccccc2)OCCCC[C@@H](C)O3)cc1` gave mut p53 react -14.
For CC(C)c1ccccc1S(=O)(=O)c1cc(N)c2ncccc2c1[N+](=O)[O-] the results were mut p53 react -12.
Screening COc1ccc(CCC(=O)c2c(O)cc(O[C@@H]3O[C@H](CO)C(O)[C@H](O)C3O[C@@H]3O[C@@H](C)[C@H](O)[C@@H](O)[C@H]3O)cc2O)cc1O (some centres undefined) returned STK33 inh 0.
`C[C@@H]1CN([C@H](C)CO)C(=O)Cc2cc(NC(=O)CCC(F)(F)F)ccc2O[C@H]1CN(C)Cc1ccc(Cl)c(Cl)c1` gave STK33 inh -1.
For C[C@H]1CN([C@@H](C)CO)C(=O)c2cccc(NC(=O)c3ccncc3)c2O[C@@H]1CN(C)Cc1ccc(C(F)(F)F)cc1 the results were mut p53 react -3.
Screening COc1ccc(-c2c(C(F)(F)F)oc3cc(OCC(=O)Nc4ccc(C)cc4)ccc3c2=O)cc1OC returned STK33 inh 4 and mut p53 react -21.
Screening Cc1ccc(S(=O)(=O)Nc2ccc3c(c2)CC(=O)N([C@@H](C)CO)C[C@H](C)[C@@H](CN(C)S(C)(=O)=O)O3)cc1 returned STK33 inh 0.
Screening COc1ccc(S(=O)(=O)N(C)C[C@@H]2Oc3ccc(NC(=O)CCC(F)(F)F)cc3C(=O)N([C@@H](C)CO)C[C@H]2C)cc1 returned STK33 inh -1 and mut p53 react -2.
C[C@H](CO)N1C[C@H](C)[C@@H](CN(C)C(=O)Nc2cccc3ccccc23)OCCCC[C@H](C)Oc2ccc(NC(=O)c3ccncc3)cc2C1=O was read as mut p53 react -19.
COc1ccc(S(=O)(=O)Nc2ccc3c(c2)C(=O)N([C@H](C)CO)C[C@H](C)[C@@H](CN(C)S(=O)(=O)c2cccs2)OCCCC[C@@H](C)O3)cc1 was read as STK33 inh 0.
Screening Cc1cccc(OCCCC(=O)Nc2ccccc2[N+](=O)[O-])c1C returned STK33 inh -2 and mut p53 react -7.
`C[C@@H]1CN([C@@H](C)CO)C(=O)c2cc(C#Cc3ccccc3F)cnc2O[C@H]1CN(C)C(=O)C1CC1` gave mut p53 react -3.
CC(C)NC(=O)Nc1cccc2c1O[C@H](CN(C)C)[C@@H](C)CN([C@@H](C)CO)C2=O was read as mut p53 react 1.
For C[C@H]1CN([C@@H](C)CO)C(=O)Cc2cc(NS(=O)(=O)c3cccs3)ccc2O[C@@H]1CN(C)C the results were STK33 inh 1.
For C[C@@H]1CN([C@@H](C)CO)C(=O)c2cc(N(C)C)ccc2O[C@@H](C)CCCCO[C@H]1CN(C)S(=O)(=O)c1cccs1 the results were mut p53 react 14.
`Cc1ccccc1-c1cnc2c(c1)C(=O)N([C@H](C)CO)C[C@@H](C)[C@H](CN(C)C(=O)c1ccccc1)O2` gave mut p53 react -3.

Two consecutive entries from above, for reference:
For C[C@@H]1CN([C@@H](C)CO)C(=O)c2cc(N(C)C)ccc2O[C@@H](C)CCCCO[C@H]1CN(C)S(=O)(=O)c1cccs1 the results were mut p53 react 14.
`Cc1ccccc1-c1cnc2c(c1)C(=O)N([C@H](C)CO)C[C@@H](C)[C@H](CN(C)C(=O)c1ccccc1)O2` gave mut p53 react -3.

Compound activity from PubChem.
